ATXN viability: viability counter-screen for ATXN expression inhibitors; S2 cells (HEK-293 line with an ATXN2-luciferase reporter) viability, CellTiter-Fluor protease fluorescence, 24 h; Potency, µM (titrated, usually from 56.7 µM), hits mostly cytotoxic; actives 0.49% (n = 400,000); note: potency is the fitted concentration of half-maximal effect; nearly all actives have a fitted effect of over 40% in size
SW480 rereplic: inducers of DNA re-replication in SW480 colon cancer cells; SW480 DNA re-replication, Hoechst DNA content imaging, 48 h; Potency, µM (top dose mostly 46.1 µM), for the others: top-dose re-replication activation, actives largely listed as activators; actives 1.8% (n = 340,000); AID 624297; note: potency is the fitted concentration of half-maximal effect; % of control where 0% means no effect; nearly all actives have a fitted effect of over 55% in size
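Readout is total intensity of Hoechst-stained nuclei, excited at 405 nm and collected at 500-530 nm. Compound treatment lasted 48 hr at 37 C in 5% CO2 before staining.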
HT1080 IDH1KD tx: toxicity to HT-1080 IDH1 knockdown cells (counter line); HT-1080 IDH1 knockdown viability, ATP luminescence, 48 h; Potency, µM (top dose mostly 46.1 µM), inactives show at the highest dose activity, negative = toxicity, hits mostly cytotoxic; actives 2% (n = 360,000); AID 686971;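 note: potency is the fitted concentration of half-maximal effect; 0% = DMSO wells and -100% = cell-free medium wells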
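Cytotoxicity counter-line: IDH1KD HT-1080, 48 h, CellTiter-Glo. Curves classed by r2, magnitude and activity.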
HepG2 tox: counter-screen for TGF-b inhibitors: cytotoxicity in HepG2 cells | HepG2 CAGA-GFP viability, ATP luminescence, 18 h | Potency, µM (doses to about 46.1 µM), without a hit: at the top dose activity change, negative = cytotoxicity, actives largely listed as cytotoxic | actives 0.76% (n = 410,000); note: potency is the fitted concentration of half-maximal effect; some results filed as inactive show a strong effect at the top dose
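HepG2 CAGA-GFP cells (1000/well, DMEM with 1% FBS) received compound, then TGF-beta at 500 pg/mL final, and were incubated 18 hours at 37 degrees C. Viability was read by CellTiter-Glo luminescence. Media-only wells were set as complete cell-killing and DMSO as no toxicity.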
HT1080NT lethal: kills 2HG-producing HT-1080-NT fibrosarcoma cells | HT-1080-NT fibrosarcoma viability, CellTiter-Glo ATP luminescence, 48 h | Potency, µM (doses to about 46.1 µM), for the others: at the highest dose activity, negative = less viability, hits mostly cytotoxic | actives 1.6% (n = 360,000) | AID 686970;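 note: NT is the 2HG producing partner of a matched IDH1 knockdown line; potency is the fitted concentration of half-maximal effect; 0% = DMSO-treated cells and -100% = media-only wells without cells; nearly all actives have a fitted effect of over 55% in size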
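Fibrosarcoma NT cells, 750 per well in 5% FBS RPMI, were exposed to compound for 48 hours. Viability: CellTiter-Glo luminescence.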
ATXN2 expr inh: inhibitors of ATXN2 expression; actives 0.72% (n = 360,000); Potency, µM (doses to about 57 µM), for the others: top-dose activity change, negative = inhibition, hits mostly inhibitors; AID 1745845; HEK-293 ATXN2-luciferase reporter, luminescence, 24 h; note: potency is the fitted concentration of half-maximal effect; % is set by controls: 0 for no effect and ±100 for the full control effect; nearly all actives have a fitted effect of over 55% in size
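ATXN2-luciferase reporter cells (luciferase flanked by upstream and downstream ATXN2 gene portions) were treated 24 h at 37 °C with compounds at up to 57 uM. SteadyGlo luminescence gave expression; GF-AFC fluorescence gave viability.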
MCF10A rerep: inducers of DNA re-replication in MCF 10A breast cells. actives 2.9% (n = 350,000). Potency, µM (top dose mostly 46.1 µM), without a hit: at the top dose activity, positive = re-replication, hits mostly activators. MCF 10A DNA re-replication, Hoechst nuclear intensity, 48 h; note: potency is the fitted concentration of half-maximal effect; % of control where 0% means no effect; nearly all actives have a fitted effect of over 50% in size
KB-3-1 tox: KB-3-1 parental cell cytotoxicity; Potency, µM (series often up to 46.1 µM), inactives show at the top dose activity change, negative = cytotoxic, actives largely listed as cytotoxic; AID 1347075; actives 1.4% (n = 400,000); KB-3-1 viability, CellTiter-Glo ATP luminescence, 72 h; note: potency is the fitted concentration of half-maximal effect; % is set by controls: 0 for no effect and ±100 for the full control effect; nearly all actives have a fitted effect of over 60% in size
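Here the drug-naive KB-3-1 line serves as comparator for MDR sub-line selectivity; cells received compound titrations, 72 h at 37 °C, then CellTiter-Glo readout.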
IL-1B inflam inh: inflammasome signaling inhibition, IL-1 beta readout | THP-1 LPS/ATP IL-1B secretion, AlphaLISA, 16 h; hits give low values | activity change, % at 57.5 µM | actives 4.7% (n = 360,000); in the data active = activity change below about -50%; inconclusive = mostly about -30% to -49%; note: % is set by controls: 0 for no effect and ±100 for the full control effect
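THP-1 cells pretreated 1 hr with compounds (up to 57.5 uM final), then stimulated with LPS (250 ng/mL final) plus ATP (1.25 mM final); secreted IL-1B measured by AlphaLISA after 16 hr, decreased signal indicating inhibition.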
Numbers without * were called inactive; i = inactive; ? = inconclusive; · = no result given; & = joins results of further samples; ! = not confirmed by another sample; [ ] = remark or other dose. Unless noted, calls come from the whole dose curve; as a rule, active = well fitted curve in the direction sought with a large enough effect; inconclusive = small, poorly fitted or top-dose-only effect, or another doubt; inactive = no such curve, though single readings can be large; an effect the other way counts as inactive or inconclusive.

no.	smiles	ATXN viability	SW480 rereplic	HT1080 IDH1KD tx	HepG2 tox	IL-1B inflam inh	ATXN2 expr inh	KB-3-1 tox	HT1080NT lethal	MCF10A rerep
1	COc1cc(NC(=O)CCCn2c(=O)oc3ccccc32)cc(OC)c1	i	2%	17%	-1%	10	-4%	19%	12%	-2%
2	O=C(NCc1nnc(SCC(=O)N2CCOCC2)o1)c1ccccc1	i	·	-1%	-24%	-16	·	-1%	-1%	·
3	COC(=O)C(C)n1cnc2c(nnn2-c2ccc(OC)cc2)c1=O (stereo not given)	i	0%	21%	8%	-1	9%	4%	6%	4%
4	C=CCn1cc(C(=O)OCC)c(=O)c2cc(F)c(F)cc21	?	-15%	2%	16%	8	-7%	7%	4%	0%
5	Cc1ccc(NC(=O)CN2C(=O)COc3ccc(S(=O)(=O)N4CCOCC4)cc32)cc1F	i	1%	1%	-12%	0	11%	10%	10%	0%
6	COc1cccc(CCNC(=O)c2c(O)nc3ccccn3c2=O)c1	i	·	·	-17%	·	10%	?	·	·
7	CCOc1ccc(NC(=O)CN(C)C(=O)Cc2c(C)nc3ccccc3c2C)cc1OCC	i	-3%	3%	3%	i	4%	-11%	2%	0%
8	COc1ccccc1N1CCN(C(=O)c2nc(SC)ncc2Cl)CC1	?	·	·	-29%	·	12%	4.1µM*	·	·
9	COc1ccc(/C=N/n2c(SC)nnc(C(C)(C)C)c2=O)c(OC)c1	i	1%	-4%	6%	0	-3%	0%	0%	17%
10	CN(CC(=O)Nc1ccc(N2CCOCC2)cc1)C(=O)c1cn(-c2ccccc2)nc1-c1ccccc1	i	0%	0%	-11%	8	1%	1%	-2%	12%
11	Cc1ccc(NC(=O)C(=O)NCCN2CCN(S(=O)(=O)c3ccccc3)CC2)cc1C	i	3%	-11%	0%	9	-6%	-4%	-13%	-6%
12	Cc1nn(-c2ccccc2)c2c1C(=O)N(c1ccccc1)C(=O)C(C)(C)C2	i	-4%	-4%	-8%	40	-8%	6%	-3%	11%
13	O=[N+]([O-])c1cccnc1-n1cnc2ccccc21	i	?	8%	-26%	20	·	11%	10%	1%
14	CCc1sc(C(=O)NCc2ccco2)cc1Br	i	?	0%	2%	?	-28%	-10%	-1%	?
15	CC(=O)Nc1ccc(-c2csc(NC(=O)C3CC(=O)N(c4ccc5c(c4)OCCO5)C3)n2)cc1 (stereo not given)	i	-29%	-9%	3%	0	·	3%	23%	5%
16	COc1ccc(CN(CCN2CCOCC2)C(=O)c2c(F)cccc2F)cc1OC	i	-5%	-3%	9%	1	5%	2%	12%	0%
17	O=C(c1cccc(N2C(=O)C3CC=CCC3C2=O)c1)N1CCN(c2ccccc2)CC1 (stereo not given)	i	-2%	-1%	-7%	0	-6%	1%	-1%	6%
18	COC(=O)CCC(=O)N1CCCC(C(=O)c2ccc(Cl)cc2C)C1 (stereo not given)	i	-6%	12%	31%	-3	-3%	-1%	15%	-1%
19	Fc1ccc(CN2CCN3CCCC3C2C2CCCCC2)cc1F (stereo not given)	i	?	?	-12%	-29	-33%	-5%	-28%	21µM*
20	CN(C)C=Nc1ccc2nn(-c3ccccc3)nc2c1	i	2%	-5%	2%	16	82%[activator]	?	-11%	-4%

Part of the list above in order of length of the SMILES, falling.
no.	smiles	ATXN viability	SW480 rereplic	HT1080 IDH1KD tx	HepG2 tox	IL-1B inflam inh	ATXN2 expr inh	KB-3-1 tox	HT1080NT lethal	MCF10A rerep
15	CC(=O)Nc1ccc(-c2csc(NC(=O)C3CC(=O)N(c4ccc5c(c4)OCCO5)C3)n2)cc1 (stereo not given)	i	-29%	-9%	3%	0	·	3%	23%	5%
10	CN(CC(=O)Nc1ccc(N2CCOCC2)cc1)C(=O)c1cn(-c2ccccc2)nc1-c1ccccc1	i	0%	0%	-11%	8	1%	1%	-2%	12%
11	Cc1ccc(NC(=O)C(=O)NCCN2CCN(S(=O)(=O)c3ccccc3)CC2)cc1C	i	3%	-11%	0%	9	-6%	-4%	-13%	-6%
16	COc1ccc(CN(CCN2CCOCC2)C(=O)c2c(F)cccc2F)cc1OC	i	-5%	-3%	9%	1	5%	2%	12%	0%
18	COC(=O)CCC(=O)N1CCCC(C(=O)c2ccc(Cl)cc2C)C1 (stereo not given)	i	-6%	12%	31%	-3	-3%	-1%	15%	-1%
19	Fc1ccc(CN2CCN3CCCC3C2C2CCCCC2)cc1F (stereo not given)	i	?	?	-12%	-29	-33%	-5%	-28%	21µM*
20	CN(C)C=Nc1ccc2nn(-c3ccccc3)nc2c1	i	2%	-5%	2%	16	82%[activator]	?	-11%	-4%
14	CCc1sc(C(=O)NCc2ccco2)cc1Br	i	?	0%	2%	?	-28%	-10%	-1%	?

Next compounds follow:
no.	smiles	ATXN viability	SW480 rereplic	HT1080 IDH1KD tx	HepG2 tox	IL-1B inflam inh	ATXN2 expr inh	KB-3-1 tox	HT1080NT lethal	MCF10A rerep
21	COc1ccccc1/C=C/C(=O)NCC(=O)n1nc(C)cc1C	i	-4%	5%	9%	3	2%	9%	29%	0%
22	COc1ccccc1NC(=S)N1CCC(NC(=O)c2ccco2)CC1	i	-3%	11%	-12%	-12	-7%	10%	17%	0%
23	COc1cc(OC)cc(C(=O)N[C@H](C(=O)OCC(=O)Nc2ccc(C(C)C)cc2)C(C)C)c1	i	-5%	-11%	-5%	18	-19%[11.3 µM]	13%	-11%	1%
24	COc1ccc(/C=C/c2onc(C)c2S(=O)(=O)N2CCC(C(=O)N3CCC(C)CC3)CC2)cc1	i	16%	-25%	-17%&-14%	?	-20%	21µM*!	-26%	?
25	COc1ccc(N2CCN(C(=O)C3CCCN(S(=O)(=O)c4ccc(F)cc4)C3)CC2)cc1 (stereo not given)	i	-3%	-8%	0%	-13	-14%	?	-3%	27%
26	COC(=O)c1ccc(OC(=O)c2ccc(OC)c(OC)c2)c(OC)c1	i	0%[9.22 µM]	-1%	-2%	-1	1%	18%	-3%	?
27	Cc1ccccc1CCN(C(=O)Cn1nnc2ccccc21)C(C(=O)NC(C)(C)C)c1ccsc1 (stereo not given)	?	-2%	-3%	-12%	3	?	-7%	0%	14%
28	COc1ccccc1CN1CCNC(=O)C1CC(=O)O (stereo not given)	i	-1%	15%	-3%	11	0%	-21%	-2%	-8%
29	Cc1ccc2c(c1)C1CN(C)CCC1N2Sc1ccccc1[N+](=O)[O-] (stereo not given)	?	?	?	-89%	-89*	?	-10%	16µM*	?
30	Cc1ccc(NC(=O)C(=O)NCCc2c[nH]c3ccccc23)c(C)c1	i	8%	-16%	-26%	-15	-4%	-10%	?	-1%
31	CCN(CC)CCOC(c1ccccc1)c1ccc(C)cc1 (stereo not given)	i	15%	-18%	-47%	?	-20%	-18%	-22%	8%
32	CCOc1ccc(OCCNC2CCCC2)cc1	i	-8%	-5%	0%	0	5%	19%	-2%	0%
33	CCOC(=O)CSc1nc2c(sc3ccccc32)c(=O)n1CCCN1CCOCC1	?	-9%	-5%	-23%	?	-10%	-2%	-2%	5%
34	CCN(CC)C(=O)Cn1cc(C(=O)C(=O)N2CCCc3ccccc32)c2ccccc21	i	10%	-12%	0%	18	-5%	2%	-2%	2%
35	O=C1CC(c2nnc(Cc3ccc(F)cc3Cl)o2)CN1c1ccccc1 (stereo not given)	i	·	·	-9%	·	8%	1%	·	·
36	COc1ccc(-c2ccc(C#N)c(OC(=O)c3c(Cl)cccc3Cl)n2)cc1	i	?	-11%	-11%	-7	-17%	-2%	0%	?
37	O=C(c1ccc(F)cc1)N1CCC(C(=O)N2CCN(c3ncccn3)CC2)CC1	i	-6%	6%	6%	1	7%	·	0%	0%
38	CN1CCCN(Cc2ccccc2C(F)(F)F)CC1	i	?	-7%	-3%	-23	-10%	4%	-5%	?
39	O=C(NCc1ccccc1Cl)NCc1ccccc1Cl	i	-18%	5%	8%	14	·	11%	15%	1%
40	CCOc1ccccc1C(=O)N1CCN(c2cccc(Cl)c2)CC1	i	0.41µM*	0.11µM*	-21%	45	0%	-5%	0.25µM*	?
41	O=C(COc1ncnc2ccccc12)Nc1cccc([N+](=O)[O-])c1	i	-1%	-18%	-18%	9	25%	-6%	2%	-7%
42	COc1ccc(OC)c(-c2cc(C(=O)Nc3cc(C)n(Cc4ccc(Cl)cc4)n3)no2)c1	?	3%	-10%	1%	87	-34%	?	?	-11%
43	CC1(C(=O)NCc2ccccc2)CSCC(=O)N1Cc1cccc(F)c1 (stereo not given)	·	·	4%	·	8	·	-3%	1%	·
44	COc1ccc(N2CCN(C(=O)c3cn(CC(C)C)c(=O)c4c3c3ccccc3n4C)CC2)cc1	?	·	·	-27%	·	-12%	?	·	·
45	CN(C)CCN(C)Cc1c2ccccc2c(CN(C)CCN(C)C)c2ccccc12	?	?	21µM*	-22%	-84*	?	0%	?	?
46	O=C(COC(=O)c1cc(=O)[nH]c(=O)[nH]1)Nc1cccc(S(=O)(=O)N2CCOCC2)c1	i	0%	8%	-6%	20	21%	-11%	16%	-1%
47	O=C(Nc1cccc2c1CCCC2)c1ccccc1Cl	i	-1%	19%	-6%	-1	1%	-9%	28%	6%
48	c1ccc2c(SCc3cn4ccccc4n3)nncc2c1	?	-50%[inhibitor]	15%	14%	?	·	4%	8%	5%
49	NC(N)=NS(=O)(=O)c1ccc(NC(=S)NC(=O)/C=C/c2ccc(F)cc2)cc1	i	-14%	-4%	10%	0	-13%	8%	-1%	2%
50	Cc1c(NC(=O)C(C)OC(=O)c2c3c(nc4ccccc24)CCC(C)C3)c(=O)n(-c2ccccc2)n1C (stereo not given)	i	-10%	-16%	-6%	-17	-6%	-2%	-21%	-2%

Screening results deposited in PubChem BioAssay by National Center for Advancing Translational Sciences (NCATS).
